Screening data: PubChem, National Center for Advancing Translational Sciences (NCATS)
Tau ThT inhib: inhibitors of human tau fibril formation, thioflavin T binding; P10636; recombinant tau K18 P301L, heparin-induced fibrillization, ThT fluorescence; Potency, µM (highest dose often 57.4 µM), without a hit: top-dose activity, negative = inhibition, actives largely listed as inhibitors; 270,000 tested, 2.1% active; also: nearly all actives have a fitted effect of over 55% in size
Target sequence (P10636 561-689 P618L limits assumed): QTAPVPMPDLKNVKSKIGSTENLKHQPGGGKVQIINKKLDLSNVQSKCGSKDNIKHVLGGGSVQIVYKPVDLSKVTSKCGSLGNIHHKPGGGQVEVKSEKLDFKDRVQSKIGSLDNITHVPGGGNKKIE
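ThT emission at 510 nm, taken 1 hr after adding 30 uM dye, quantifies aggregates formed when 20 uM heparin acts on human tau K18 P301L for 6 hr at 37 C.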
TR SRC2 fluor cs: Texas Red fluorescence interference in TRb-SRC2 counter-screen; Potency, µM (series often up to 106 µM), for the others: top-dose fluorescence change, negative = quenching; 280,000 tested, 0.29% active; TRb/SRC2 Texas Red total fluorescence interference; active = well fitted curve in either direction with a large enough effect; inconclusive = small, poorly fitted or top-dose-only effect
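Human TRβ ligand-binding domain (0.6 uM) and Texas Red SRC2 peptide (20 nM) in Tris buffer with 1 uM T3 and 5% DMSO were incubated with pinned compound for 5 hr at ambient temperature. Total fluorescence was computed as S + 2P (555/632 nm).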
GLA spleen mod: inhibitors or activators of human alpha-galactosidase in spleen homogenate. Potency, µM (highest dose often 80 µM), for inactives: top-dose activity change, negative = inhibition, most hits filed as inhibitors. 240,000 tested, 0.008% active. human spleen homogenate, 4MU-alpha-Gal fluorescence, 40 min. AID 2107. P06280;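 also: 0% = enzyme with vehicle and -100% = no enzyme basal signal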
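Spleen homogenate 1 ug + cpd (titration) + 4-MU-alpha-D-galactopyranoside 1 mM; 37C 40 min; 50 mM citrate/phosphate pH 5.0, 0.01% Tween-20; stop pH 10; fluorescence 365/440; AC50 via Hill.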
Tau fibril FP: inhibitors of human tau fibril formation; P10636; K18 P301L tau heparin fibrillization, Alexa594 FP, 6 h; Potency, µM (titrated, usually from 57.7 µM), without a hit: at the highest dose activity, negative = inhibition, most hits filed as inhibitors; 280,000 tested, 0.39% active; AID 1468; also: nearly all actives have a fitted effect of over 55% in size
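Quantitative HTS format: compounds meet 15 uM recombinant K18 P301L tau and Alexa 594-tau tracer in 100 mM sodium acetate pH 7; 20 uM heparin triggers fibrillization at 37 C over 6 hr; FP gives the signal.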
Tau fluor counter: counter-screen for tau fibril formation inhibitors; tau K18 P301L Alexa594 fluorescence, heparin fibrillization; Potency, µM (doses to about 57.7 µM), inactives show at the highest dose activity change, negative = decrease; 280,000 tested, 0.93% active; also: nearly all actives have a fitted effect of over 55% in size
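Human tau K18 P301L (15 uM unlabeled, 0.24 uM Alexa 594-labeled) in 100 mM sodium acetate pH 7 with 20 uM heparin, 6 hr at 37 C. ThT 30 uM added, 1 hr ambient; Alexa 594 FP and total fluorescence read at 555/632 nm.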
L3MBTL1 block: inhibitors of human L3MBTL1; 230,000 tested, 0.66% active; Potency, µM (top dose mostly 57.1 µM), for the others: at the highest dose activity, negative = inhibition, usual class: inhibitors; AID 485360; AlphaScreen L3MBTL1–H3K9me1 peptide binding; Q9Y468; also: nearly all actives have a fitted effect of over 60% in size
Target sequence (Q9Y468 whole entry, looked up): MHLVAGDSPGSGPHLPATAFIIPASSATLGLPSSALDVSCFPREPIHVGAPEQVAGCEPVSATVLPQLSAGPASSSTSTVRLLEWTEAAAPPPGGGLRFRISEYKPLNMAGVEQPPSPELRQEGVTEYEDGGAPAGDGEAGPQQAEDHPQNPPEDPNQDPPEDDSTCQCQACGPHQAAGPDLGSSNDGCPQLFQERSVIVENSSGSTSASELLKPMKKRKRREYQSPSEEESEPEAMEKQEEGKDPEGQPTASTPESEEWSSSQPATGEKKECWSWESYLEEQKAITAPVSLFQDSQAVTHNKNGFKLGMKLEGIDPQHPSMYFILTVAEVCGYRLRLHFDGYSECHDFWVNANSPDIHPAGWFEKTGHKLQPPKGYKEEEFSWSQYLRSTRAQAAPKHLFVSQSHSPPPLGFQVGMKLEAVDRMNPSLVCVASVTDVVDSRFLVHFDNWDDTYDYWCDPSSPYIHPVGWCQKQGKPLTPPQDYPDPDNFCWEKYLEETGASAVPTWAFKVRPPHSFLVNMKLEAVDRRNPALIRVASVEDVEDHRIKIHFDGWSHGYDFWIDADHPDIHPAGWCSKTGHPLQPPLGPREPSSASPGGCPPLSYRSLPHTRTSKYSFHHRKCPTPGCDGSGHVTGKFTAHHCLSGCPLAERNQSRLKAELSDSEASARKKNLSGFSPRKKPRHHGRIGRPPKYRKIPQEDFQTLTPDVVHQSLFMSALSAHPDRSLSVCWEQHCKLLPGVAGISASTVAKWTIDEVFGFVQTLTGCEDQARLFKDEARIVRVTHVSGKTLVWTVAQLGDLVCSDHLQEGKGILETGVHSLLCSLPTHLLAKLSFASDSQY
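Read-out is AlphaScreen signal from streptavidin donor and nickel chelate acceptor beads (10 ug/mL final each) bridging L3MBTL1 (50 nM) and biotinylated K9-monomethylated H3(1-15) peptide (75 nM), after 30 min compound exposure at room temperature.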
ALDH1A1 block: ALDH1A1 (human) enzyme inhibition; 220,000 tested, 7.3% active; Potency, µM (doses to about 75.3 µM), for inactives: at the highest dose activity, negative = inhibition, usual class: inhibitors; Purified ALDH1A1, NADH fluorescence, propionaldehyde substrate; active = well fitted inhibition curve with a large enough effect, not every such curve was filed as active; inconclusive = small, poorly fitted or top-dose-only effect, or another doubt; inactive = no such curve, though single readings can be large or run the other way;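 also: plate controls were no enzyme wells and a reference inhibitor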
TRb SRC2 PPI: disrupts binding of human TR beta to SRC2 | TRbeta-SRC2 peptide binding, fluorescence polarization; receptor liganded with 1 µM T3 | Potency, µM (series often up to 106 µM), for the others: top-dose activity change, negative = inhibition, actives largely listed as inhibitors | 280,000 tested, 0.065% active | AID 1469;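 also: plate controls were bound peptide for no effect and peptide without receptor for full effect; nearly all actives have a fitted effect of over 50% in size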
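Binding of a 20-amino-acid Texas Red SRC2 peptide (20 nM) to TRb ligand-binding domain (0.6 uM) with agonist T3 at 1 uM was followed by fluorescence polarization after a 5 hr room-temperature incubation.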
* marks the source's active call; other numbers are inactive results; ? = inconclusive; · = not tested or not shown; & = joins results of further samples; [ ] = remark or other dose. Unless noted, calls follow the shape of the dose curve; as a rule, active = well fitted curve in the direction sought with a large enough effect; inconclusive = small, poorly fitted or top-dose-only effect, or another doubt; inactive = no such curve, though single readings can be large; an effect the other way counts as inactive or inconclusive. Unless noted, % is scaled to controls: 0 for no effect and ±100 for the full control effect; potency is read from the fitted curve at half-maximal effect.

Molecule	L3MBTL1 block	Tau fluor counter	TRb SRC2 PPI	Tau ThT inhib	TR SRC2 fluor cs	ALDH1A1 block	Tau fibril FP	GLA spleen mod
COc1ccc(-c2csc3ncnc(Oc4ccc5c(C)cc(=O)oc5c4)c23)cc1	-15%	-15%	-2%	1%	1%	-1%	-2%	6%
COc1ccc(Cn2c(CCC(=O)Nc3cccc(Cl)c3)nc3cccnc32)cc1	·	-27%	-1%	5%	-1%	·	?	·
COc1cc(/C=N/Nc2nc(C)cc(=O)[nH]2)ccc1OC(=O)c1cccnc1	6%	-10%	-27%	-13%	9%	13%	-2%	-1%
Cc1nnc(Nc2ccc(O)cc2)[nH]c1=O	?	-17%	-4%	?	-3%	-1%	-4%	3%
COc1cccc(NC(=O)COc2ncnc3sc(C)c(C)c23)c1	·	?	-8%	-11%	-4%	14%	-7%	6%
CCn1c(SCC(=O)Nc2nccs2)nnc1-c1ccco1	-16%	-3%	2%	-1%	-9%	-1%	-14%[2.34 µM]	5%
CN1CCN(C(=O)CN2C(=O)CC(C)(C)S(=O)(=O)c3ccccc32)CC1	·	-10%	-6%	-6%	1%	10%	-2%	-13%
CCc1ccc(-n2c(O)cnc2Nc2nc(C)cc(C)n2)cc1	·	-3%	-4%	-9%	1%	-13%	-5%	-7%
Cn1nc(C(F)(F)F)c2cc(NC(=O)OCc3ccc(F)cc3)sc21	0%	?	-5%	?	1%	?	-9%	2%
CCSc1nc2sc3c(c2c(=O)[nH]1)CCCC3	-10%	-1%	-6%	-10%	-3%	0%	-11%	-5%
CN(C)CCCNc1ccc(-c2cc(Nc3cccc(Cl)c3)ncn2)cn1	·	-24%	-1%	?	-1%	·	-13%	10%
Cc1ccc(CN2CCN(C3CCN(S(=O)(=O)c4ccc(C)cc4)CC3)C(=O)C2=O)cc1	·	-3%	5%	-5%	1%	·	3%	·
O=C(Cn1c(=O)oc2ccccc21)N1CCN(c2ccc(N3CCOCC3)nn2)CC1	·	-2%	-2%	-4%	1%	?	-1%	11%
COc1ccc(-c2cc(C(F)(F)F)n3ncc(C(=O)NCc4ccco4)c3n2)cc1	-9%	-6%	9%	?	-13%	?	-3%	?
COc1ccc(CC(=O)OC(C)CN2CCCC2)cc1 (stereo unspecified)	·	-8%	-1%	-10%	0%	1%	-10%	8%
Cn1nc(-c2ccc(Cl)cc2)c2cc(C(=O)N3CCOCC3)sc21	·	-15%	2%	-9%	-3%	2%	1%	-5%
Cc1cc(C)cc(N(CC(=O)Nc2ccc(C(F)(F)F)cc2)S(=O)(=O)c2c(C)[nH]c(=O)[nH]c2=O)c1	·	-22%	0%	-8%	-2%	·	0%	·
Cc1ccc(-n2ccc(-c3nn(-c4ccccc4)ccc3=O)n2)cc1	-14%	-2%	0%	-3%	-3%	4%	0%	1%
O=C(Nc1ccccc1)Nc1ccno1	10%	-13%	5%	-10%	-9%	2%	-6%	-3%
CCOc1ccc(-c2n[nH]c(=S)n2/N=C/c2cc3c(cc2[N+](=O)[O-])OCO3)cc1	1%	-21%	-3%	-13%	0%	?	3%	5%
COc1ccc(C2=N[C@H](c3ccccc3)CO2)cc1	·	-18%[126 µM]	-2%[201 µM]	?	2%[201 µM]	?	-1%[126 µM]	-5%[119 µM]
Nc1ccc(C(=O)N/N=C/c2ccccc2)cc1	-5%	-4%	4%	-13%	-5%	7%	-2%	5%
Cn1c(-c2ccccc2)c(O)c(=O)c2ccccc21	·	-15%[11.6 µM]	4%[11.2 µM]	-10%[11.5 µM]	2%[11.2 µM]	-6%[13.5 µM]	7%[11.6 µM]	-8%[17.5 µM]
COc1ccc(C(=O)NC(=S)Nc2cc3oc4ccccc4c3cc2OC)cc1	-9%	-11%	0%[53 µM]	-15%	1%[53 µM]	?	-1%	7%
Cc1noc(C)c1COC(=O)C1(c2cccc(F)c2)CCCC1	24%	-11%	6%	-4%	1%	-10%	2%	-1%
COc1ccc2c(-c3cc4ccc(OCc5ccc(F)cc5)cc4oc3=O)cc(=O)oc2c1	2%	12%	-2%[53 µM]	7%	0%[53 µM]	13%	-4%	3%
CCC(c1nnc(SCC(=O)Nc2ccc(C(C)=O)cc2)n1C1CCCCC1)N(C)C (stereo unspecified)	-3%	-5%	-6%	-5%	-1%	7%	-1%	-9%
CC(/C=N/n1c(-c2ccccn2)n[nH]c1=S)=C\c1ccccc1	?	-25%	10%	?	-4%	·	3%	3%
Cc1cc(NC(=O)CN2C(=O)S/C(=C\c3ccccc3)C2=O)no1	?	-8%	1%	-7%	-1%	12%	?	-2%
CC(=O)Nc1sc2c(c1C#N)CC(C)(C)NC2(C)C	·	-2%	6%	-5%	-2%	5%	-2%	2%
COc1ccc(-c2ccc(C(=O)O)o2)c([N+](=O)[O-])c1	-8%	-19%	-5%	?	-4%	?	?	-3%
COC(=O)C/C(O)=C(/N=Nc1cccc(C(F)(F)F)c1)C(=O)OC	11%	5%	-1%	6%	-4%	6%	3%	3%
CCN(CC(=O)NCc1cccs1)C(=O)c1cccc(S(=O)(=O)N2CCc3ccccc32)c1	4%	-10%	0%	-1%	2%	6%	4%	5%
Cc1ccc(CN2CCCn3nc(C(=O)NCCc4cccc(C)c4)cc3C2=O)cc1	·	10%	0%	-4%	-1%	·	6%	·
Cc1ccc2nsnc2c1NC(=O)c1ccc(-c2cc(Cl)ccc2Cl)o1	-1%	-19%	-15%	?	-2%	?	-9%	2%
COc1cccc(C(=O)C2CCCN(C(=O)c3cccc(C#CC(C)(C)O)c3)C2)c1 (stereo unspecified)	4%	5%	-7%	-4%	-1%	-3%	7%	-11%
O=C(Cn1nnc2ccccc21)NCc1ccccc1	0%[11.4 µM]	9%	10%	10%	-1%	-1%	6%	1%
CCN1/C(=C2\C(=O)N(C)C(=S)N2C)C=Cc2ccccc21	-13%	-12%	-6%	?	-2%	-1%	0%	0%
C=CCc1c(C)[nH]c(=O)[nH]c1=O	3%	-8%	5%	-10%	1%	1%	-6%	-5%
CCOC(=O)c1cccc(NC(=O)c2ccc3c(Cl)c4c(nc3c2)CCC4)c1	·	?	0%	-15%	-3%	·	-12%	·
O=C(CCCn1c2ccccc2c(=O)c2ccccc21)Nc1ccc(F)cc1Cl	·	-24%	6%	?	6%	·	-7%	·
Cc1c(NC(=O)c2cc(-c3ccccc3O)on2)c(=O)n(-c2ccccc2)n1C	·	-13%	-3%&-4%	-11%	-3%&5%	·	-12%	10%
Cc1ccccc1CSCC(=O)NCc1ccco1	?	7%	9%	9%	-3%	16µM*	2%	-2%
O=C(CCc1n[nH]c(=O)[nH]c1=O)N1CCOCC1	5%	6%	2%	9%	-5%	9%	1%	-14%
Cc1cccc(-c2noc(CN(C(=O)c3ccc(Br)o3)C(C)C)n2)c1	-20%	-13%	-15%	-15%	-1%	?	2%	4%
COc1cccc(NC(=O)Cc2ccc(NC(=O)N3CCCCc4ccccc43)cc2)c1	·	-26%	5%	-5%	1%	·	-7%	·
Cn1nc(C(F)(F)F)c(-c2ccccc2)c1NC(=O)c1nccnc1C(=O)O	·	-10%	-1%	·	-3%	·	13%	?
COc1ccc(CCNC(=O)CSc2ccccn2)cc1OC	·	-9%	6%	-16%	4%	-6%	1%	4%
COc1ccc(CCc2cc(OC)cc(=O)o2)cc1	·	-4%	-7%	-6%	0%	·	-1%	2%
CCCCN(C(=O)c1ccc(Cl)cc1)C1CC2CCC(C1)N2C (stereo unspecified)	18%	-1%	-12%	-6%	1%	-6%	12%	-10%

(list continues)
Molecule	L3MBTL1 block	Tau fluor counter	TRb SRC2 PPI	Tau ThT inhib	TR SRC2 fluor cs	ALDH1A1 block	Tau fibril FP	GLA spleen mod
COCCCNC(=S)Nc1cccc(SC)c1	9%	-7%	-5%	-3%	-6%	·	3%	0%
CN(c1cccc(Cl)c1)S(=O)(=O)c1cccc(C(=O)Nc2ccc3c(c2)CCC3)c1	9%	-21%	-2%	13%	0%	11µM*	?	3%
CCCCc1c(O)nc(SCC(=O)Nc2ccc3c(c2)CCC3)[nH]c1=O	7%	-4%	-6%	-21%	0%	?	-1%	-6%
Cc1ccc(OCCSc2ncccn2)c(C)c1	51%[activator]	-19%	7%	-24%	-3%	5%	9%	-9%
COC(=O)c1sccc1NC(=O)c1cc2c(s1)CCCC2	46%[activator]	-11%	0%	?	-8%	?	-4%	2%
Cc1c(C(=O)Nc2ccc(F)c(F)c2)oc2ccc(S(=O)(=O)N(C)C3CCCCC3)cc12	·	-26%	5%	5%	-1%	·	?	·
CCC(Sc1nc2ncccc2[nH]1)C(=O)Nc1ccccc1F (stereo unspecified)	·	-12%	5%	-8%	7%	·	-9%	·
COc1cc(Cl)c(C)cc1NC(=O)c1cnc2c(-c3cccc(C)c3)c(C)nn2c1C	·	-16%	-2%	?	-5%	·	-3%	·
CN(C)c1ccc(/C=N\Nc2nc(-c3ccccc3)cc(=O)[nH]2)cc1	-3%	-21%	-2%	?	-2%	?	3%	6%
C1CC2CN(c3nc4nonc4nc3N3CCSCC3)CCN2C1 (stereo unspecified)	0%	1%	-1%	-7%	2%	3%	-4%	-5%
CCCCNC(=O)Cn1c(-c2ccc(OC)cc2)noc1=O	1%	3%	-4%	-7%	-1%	0%	2%	3%
COc1ccc(C2=NN(c3ccccc3)C(c3cccs3)C2)cc1 (stereo unspecified)	68%[activator]	-13%	-1%	-9%	-4%	15%	-10%	2%

Some of the entries above in a different format:
> COCCCNC(=S)Nc1cccc(SC)c1
  L3MBTL1 block = 9%
  Tau fluor counter = -7%
  TRb SRC2 PPI = -5%
  Tau ThT inhib = -3%
  TR SRC2 fluor cs = -6%
  ALDH1A1 block = ·
  Tau fibril FP = 3%
  GLA spleen mod = 0%
> CN(c1cccc(Cl)c1)S(=O)(=O)c1cccc(C(=O)Nc2ccc3c(c2)CCC3)c1
  L3MBTL1 block = 9%
  Tau fluor counter = -21%
  TRb SRC2 PPI = -2%
  Tau ThT inhib = 13%
  TR SRC2 fluor cs = 0%
  ALDH1A1 block = 11µM*
  Tau fibril FP = ?
  GLA spleen mod = 3%
